Rab9 prom act: qHTS Assay for Rab9 Promoter Activators | Huh7 Rab9 promoter-luciferase reporter, luminescence, 24 h | Potency, µM (highest dose often 9.22 µM), for the others: at the highest dose activation, negative = inhibition, most hits filed as activators | 320,000 tested, 2.8% active; further: potency means the concentration at half of the fitted maximal effect; % of control where 0% means no effect; nearly all actives have a fitted effect of over 60% in size
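Promoter activation is measured as luciferase luminescence in Huh7 cells stably transfected with a Rab9 promoter–luciferase construct, following 24 h compound exposure at 37 °C and 10 min reagent incubation at ambient temperature.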
TRPV1 ag: HTS Assay for Compounds that Act as Agonists of the Vanilloid Receptor 1; Transient receptor potential cation channel subfamily V member 1 (Homo sapiens), Q8NER1; TRPV1-expressing cells, Fluo-8 calcium influx, agonist mode; activation, % at 8.33 µM; 320,000 tested, 0.19% active; in the data active means activation above about 80%; inconclusive means between about 30% and that limit; further: 0% is about no effect
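Cells expressing TRPV1 were dye-loaded with Fluo-8 and read kinetically: 10 s baseline, 3 min after compound (agonist portion), then 2 min after EC20 capsaicin (allosteric enhancer portion). Calcium-bound dye fluorescence at 480/520 nm.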
p53 reactivator: qHTS assay for re-activators of p53 using a Luc reporter; H1299 p53-A138V BP100-luciferase reporter, luminescence, 24 h; Potency, µM (doses to about 92.2 µM), inactives show top-dose activity change, positive = activation, most hits filed as activators; 320,000 tested, 0.063% active; further: potency means the concentration at half of the fitted maximal effect; % of control where 0% means no effect; nearly all actives have a fitted effect of over 45% in size
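p53-null H1299 cells stably carrying temperature-sensitive p53-A138V and a BP100-luciferase reporter were pinned with compounds (4-point, 1:5 series) and held 24 hrs at 37 deg C. Luminescence was read 10 min after detection reagent.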
RORg inh: qHTS for inhibitors of ROR gamma transcriptional activity; Drosophila S2 Gal4-RORgamma UAS-luciferase reporter, 20 h; Potency, µM (highest dose often 53.6 µM), for inactives: top-dose activity change, negative = inhibition, most hits filed as inhibitors; 310,000 tested, 5.4% active; Nuclear receptor ROR-gamma (Mus musculus), P51450; further: potency means the concentration at half of the fitted maximal effect; on the % scale 0 is the no-effect control and ±100 the full control effect; nearly all actives have a fitted effect of over 60% in size
Target sequence (P51450 whole entry, looked up, the tested form may be a part): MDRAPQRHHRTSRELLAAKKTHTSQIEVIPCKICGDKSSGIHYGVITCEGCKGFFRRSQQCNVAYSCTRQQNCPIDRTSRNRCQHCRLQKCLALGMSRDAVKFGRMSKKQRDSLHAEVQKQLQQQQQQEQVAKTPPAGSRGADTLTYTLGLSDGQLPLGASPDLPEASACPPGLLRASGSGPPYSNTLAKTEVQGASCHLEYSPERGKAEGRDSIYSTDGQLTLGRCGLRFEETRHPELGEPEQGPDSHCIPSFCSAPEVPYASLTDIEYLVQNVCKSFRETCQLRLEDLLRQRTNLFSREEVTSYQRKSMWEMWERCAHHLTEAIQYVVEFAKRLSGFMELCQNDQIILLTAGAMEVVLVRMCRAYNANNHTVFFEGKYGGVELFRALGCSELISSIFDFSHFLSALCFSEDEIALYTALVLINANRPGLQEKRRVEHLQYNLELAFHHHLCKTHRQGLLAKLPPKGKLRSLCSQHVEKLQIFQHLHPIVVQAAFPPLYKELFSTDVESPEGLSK
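Using a luciferase readout, inhibitors were identified by reduced reporter activity in Drosophila cells coexpressing a copper-inducible Gal4–ROR gamma fusion and UAS-driven Photinus luciferase, incubated 20 hr after 700 uM copper sulfate.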
ELG1 DNA repair: qHTS screen for small molecules that inhibit ELG1-dependent DNA repair in human embryonic kidney (HEK293T) cells expressing luciferase-tagged ELG1 | HEK293T ELG1-luciferase reporter, luminescence, 16 h; DNA damage induced by 5-fluorouridine | Potency, µM (series often up to 46.1 µM), for inactives: top-dose activity change, negative = inhibition, hits mostly inhibitors | 330,000 tested, 2.3% active | AID 504467, 2011; further: potency means the concentration at half of the fitted maximal effect; on the % scale 0 is the no-effect control and ±100 the full control effect; nearly all actives have a fitted effect of over 55% in size
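DMSO vehicle served as the neutral condition. Each well held 2,000 cells given 5-fluorouridine plus compound; after 16 hr at 37 °C/5% CO2, ONE-Glo was added and luciferase measured 30 min later.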
ELG1 genotox: qHTS screen for small molecules that induce genotoxicity in human embryonic kidney (HEK293T) cells expressing luciferase-tagged ELG1 | HEK293T ELG1-luciferase reporter, luminescence, 16 h | Potency, µM (top dose mostly 46 µM), without a hit: at the highest dose activity change, positive = activation, actives largely listed as activators | 330,000 tested, 1.3% active | AID 504466, 2011; further: potency means the concentration at half of the fitted maximal effect; % of control where 0% means no effect; nearly all actives have a fitted effect of over 60% in size
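HEK293T cells expressing luciferase-tagged ELG1 were exposed to compound or DMSO vehicle for 16 hr at 37 °C and 5% CO2. Luciferase activity was then measured with ONE-Glo after 30 min at room temperature.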
NPC1 promoter act: qHTS Assay for NPC1 Promoter Activators; Potency, µM (doses to about 9.22 µM), without a hit: at the highest dose activation, usual class: activators; Huh7 NPC1 promoter luciferase reporter, 24 h; 320,000 tested, 2.4% active; AID 485313, 2010;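 further: potency means the concentration at half of the fitted maximal effect; % of control where 0% means no effect; nearly all actives have a fitted effect of over 60% in size; reporter is driven by a mutant NPC1 promoter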
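Compounds in DMSO were transferred onto Huh7 NPC1-luciferase reporter cells pre-incubated 2 h; after 24 h at 37 °C, Amplite reagent was dispensed and luminescence recorded 10 min later.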
Tb PFK inh: qHTS Assay to Find Inhibitors of T. brucei phosphofructokinase | Potency, µM (highest dose often 57.5 µM), for inactives: top-dose activity, negative = inhibition, most hits filed as inhibitors | ATP-dependent 6-phosphofructokinase (Trypanosoma brucei brucei), O15648 | 330,000 tested, 0.17% active | AID 485367, 2010 | T. brucei PFK, ADP-Glo luminescence;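 further: potency means the concentration at half of the fitted maximal effect; 0% = uninhibited 1x PFK enzyme wells and -100% = no-enzyme wells; nearly all actives have a fitted effect of over 60% in size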
Target sequence (O15648 whole entry, looked up): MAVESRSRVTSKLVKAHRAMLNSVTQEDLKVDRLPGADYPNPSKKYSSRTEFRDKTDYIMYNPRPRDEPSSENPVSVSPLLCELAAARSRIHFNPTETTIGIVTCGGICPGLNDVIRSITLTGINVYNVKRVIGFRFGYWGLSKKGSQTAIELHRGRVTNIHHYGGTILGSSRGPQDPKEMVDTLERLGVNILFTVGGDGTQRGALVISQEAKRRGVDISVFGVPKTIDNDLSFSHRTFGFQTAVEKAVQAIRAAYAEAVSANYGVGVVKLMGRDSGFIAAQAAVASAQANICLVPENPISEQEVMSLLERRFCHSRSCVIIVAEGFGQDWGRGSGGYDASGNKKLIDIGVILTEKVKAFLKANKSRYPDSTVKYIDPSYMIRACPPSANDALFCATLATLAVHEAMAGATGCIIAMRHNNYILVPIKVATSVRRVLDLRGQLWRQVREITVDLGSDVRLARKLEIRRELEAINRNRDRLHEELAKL
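Luminescent ADP detection (ADP-Glo, two-step: ATP depletion then ADP-to-ATP conversion for luciferase) reported PFK activity after 45 min room-temperature reaction of 1.25 nM enzyme with 0.5 mM F6P and 0.1 mM ATP at pH 8.0.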
Gal4-VP16 FLuc: VP16 counterscreen qHTS for inhibitors of ROR gamma transcriptional activity; 310,000 tested, 3.5% active; Potency, µM (titrated, usually from 53.6 µM), for inactives: at the highest dose activity, negative = inhibition, actives largely listed as inhibitors; AID 2546, 2010; Drosophila S2 Gal4-VP16 UAS-luciferase, luminescence, 20 h;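 further: Gal4-VP16 expression switched on by copper sulfate through the metallothionein promoter; potency means the concentration at half of the fitted maximal effect; on the % scale 0 is the no-effect control and ±100 the full control effect; nearly all actives have a fitted effect of over 50% in size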
BRCA1 expr up: qHTS Assay to Identify Small Molecule Activators of BRCA1 Expression. MCF7-BRCA1-FFLuc reporter, luminescence, 48 h; response scale: scaled: vehicle 0%, 10 µM genistein 100%. Potency, µM (highest dose often 46.1 µM), for inactives: at the highest dose activation, hits mostly activators. 380,000 tested, 1.1% active; further: potency means the concentration at half of the fitted maximal effect; nearly all actives have a fitted effect of over 80% in size; some results filed as inactive show a strong effect at the top dose
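Quantitative HTS in MCF7 cells stably reporting BRCA1 expression via firefly luciferase. Compound treatment lasts 48 h at 37 °C in phenol-red free MEM. Activation is expressed relative to genistein at 10 microM and DMSO.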
FLuc modulator: qHTS profiling assay for firefly luciferase inhibitor/activator using purifed enzyme and Km concentrations of substrates (counterscreen for miR-21 project); Luciferin 4-monooxygenase (Photinus pyralis), P08659; purified FLuc, Km substrates, luminescence inhibition; Potency, µM (series often up to 57.5 µM), inactives show top-dose activity change, negative = inhibition, actives largely listed as inhibitors; 360,000 tested, 6.9% active; AID 588342, 2011;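 further: potency means the concentration at half of the fitted maximal effect; plate controls were vehicle for no effect and reference inhibitor for full effect; nearly all actives have a fitted effect of over 55% in size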
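Purified P. pyralis luciferase (10nM final) with 10uM D-luciferin and 10uM ATP (Km levels) in 50mM Tris acetate pH 7.5, 10mM Mg acetate, 0.01% Tween-20, 0.05% BSA; qHTS 6-point titration, ~60 µM downward; luminescence read.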
* marks the source's active call; other numbers are inactive results; u = inconclusive; x = not tested or not shown; & = joins results of further samples; [ ] = another dose, or the depositor's remark. Unless noted, the call rests on the fitted dose curve; in most records, active means well fitted curve in the direction sought with a large enough effect; inconclusive means small, poorly fitted or top-dose-only effect, or another doubt; inactive means no such curve, though single readings can be large; an effect the other way counts as inactive or inconclusive.

SMILES	Rab9 prom act	TRPV1 ag	p53 reactivator	RORg inh	ELG1 DNA repair	ELG1 genotox	NPC1 promoter act	Tb PFK inh	Gal4-VP16 FLuc	BRCA1 expr up	FLuc modulator
COc1ccc(-c2c(C)nc3c(-c4ccccn4)cnn3c2N)cc1	0.32µM*	3	u	5µM*	u	1.2µM*	0.32µM*	10%	10µM*	35%	0.54µM*
N#Cc1c(NC(=O)Cn2c(=O)oc3ccccc32)oc(-c2ccccc2)c1-c1ccccc1	-9%	3	0%	34%	-3%	-6%	1%	10%	10%	-11%	3%
CCN(CC(=O)NCc1ccc(F)cc1)C(=O)Cc1c(F)cccc1Cl	6%	3	1%	-18%	1%	-3%	0%	1%	-3%	-20%	0%
O=C(C1CCCCC1)N1CCN(c2nc(-c3ccc(F)cc3)cs2)CC1	0%	22	-1%	-21%	21µM*	-15%	-1%	-1%	-18%	-22%	u
Cc1n[nH]c(=S)n1/N=C/c1ccccc1	-12%	2	-12%	u	u	1%	-7%	-2%	u	-5%	6%
CC(C)n1ncc2c(C(=O)N3CCN(c4ccccc4)CC3)cc(-c3ccccc3)nc21	1%	19	14%	x	u	-3%	-8%	-8%	x	-39%	-1%
O=C1CC(c2ccc(F)cc2)SC(N(c2ccccc2)c2ccccc2)=N1 (centres undefined)	-4%	5	-1%	-16%	11%	1%	-1%	4%	2%	-44%	-5%
CC1=CC2(O)OCCN(CCO)C2=CC1=O (centres undefined)	23%	2	28%	16µM*	11%	0%	-6%	-6%	16µM*	-3%	-6%
CSc1nccc(Oc2cncc(Cl)c2)n1	1%	-2	3%	0%	u	-2%	0%	1%	-4%	3%	-1%
Cn1nnc2cc(C(=O)Nc3ccc4ccccc4c3)ccc21	0.4µM*	u	6%	-5%	u	2.3µM*	0.89µM*	2%	2%	u	1.9µM*
COc1cccc(Nc2nc3ccccc3n3nnnc23)c1	9%	2	15%	-16%	-20%	u	0%	0%	5%	0%	u
CN(C)c1ccc(-c2cc(O)c3ncccc3c2)cc1	-2%&1%	0	u	x	u	16µM*	-7%&-2%	0%&8%	x	-26%	15µM*
Cc1nnsc1C(=O)NC(C)C12CC3CC(CC(C3)C1)C2 (centres undefined)	-3%	10	1%	3%	0%	0%	-1%	-3%	-2%	-1%	-7%
Cc1ccsc1C(=O)NNC(=O)c1csc(N2CCOCC2)n1	-4%	-1	15%	x	12%	0%	-3%	-5%	x	-3%	u
N#C/C(=C\c1ccncc1)c1nc2c(s1)CCCC2	u	u	4%	-4%	0%	u	23%	2%	13%	42%	u
O=Cc1c(Nc2cccc(C(F)(F)F)c2)nc2ccccn2c1=O	18%	21	4%	-5%	10%	6%	u	-6%	-1%	-60%	2%
CC(=O)N1CCN(c2ccc(NCc3ccc(-c4ccc(Br)cc4)o3)cc2)CC1	x	x	0%	x	-7%	4%	x	7%	x	-24%	x
O=[N+]([O-])c1cccc(-n2nncc2-c2ccccc2)c1	7%	0	x	-8%	0%	2%	-1%	0%	20%	-11%	-1%
Cc1cc2c(c(=O)n1CCc1ccccc1)C(C(C)C)C(C#N)=C(N)O2 (centres undefined)	-18%	-2	5%	4%	0%	1%	-10%	-1%	-5%	-27%	0%
COc1ccc(-n2ccnc2SCC(=O)NCc2ccccc2)c(OC)c1	4%	5	-2%	-29%	2%	0%	1%	1%	0%	-5%	4%
Cc1ccc(NC(=O)C2OCCc3ccccc32)cc1Cl (centres undefined)	11%	21	12%	43%	10%	11%	7%	1%	30%	22%	24µM*
CNc1nc(N)c([N+](=O)[O-])c(Nc2cccc(F)c2)n1	-4%	1	6%	26%	u	u	-5%	1%	-1%	-11%	2%
N/C(=N\OS(=O)(=O)c1ccc2ccccc2c1)c1ccccn1	1%	-4	3%	13%	-9%	0%	-2%	7%	-6%	1%	u
CC(=O)c1ccc(OCCCC(=O)OCC(=O)Nc2ccc3[nH]c(=O)[nH]c3c2)cc1	-2%	-4	0%	x	4%	-1%	0%	-29%	x	-27%	-6%
Cc1cc(C(=O)COc2ccccc2C#N)c(C)n1C1CC1	0%	3	9%	x	u	7%	4%	0%	x	38%	-12%
SMILES	Rab9 prom act	TRPV1 ag	p53 reactivator	RORg inh	ELG1 DNA repair	ELG1 genotox	NPC1 promoter act	Tb PFK inh	Gal4-VP16 FLuc	BRCA1 expr up	FLuc modulator
Clc1ccc(Cn2cccn2)cn1	1%	-1	5%	5%	8%	1%	-7%	-3%	-1%	25%	-2%
COc1ccc(NC(=O)c2ccc(N(C)S(C)(=O)=O)cc2)cc1OC	11%	0	6%	15%	23%	1%	8%	1%	3%	23%	-10%[2.3 µM]
CC(C)c1ccc(/C=N/NC(=O)c2cccc(S(=O)(=O)N3CCOCC3)c2)cc1	-1%	u	5%	-42%	-2%	-5%	-2%	-2%	10%	1%	-8%
c1cc2c3c(cccc3c1)NC1(CCCCC1)N2	17%	0	-5%	-3%	-2%	0%	8%	4%	-3%	-19%	-3%
COc1ccc(CCNS(=O)(=O)c2c(C)[nH]c(C)c2C(=O)N2CCCCC2)cc1OC	-1%	-2	21%	-7%	9%	1%	1%	-5%	u	56%	-1%
O=C(N/N=C/c1cccc2ccccc12)C(=O)N1CCCC1	3%	1	-5%	-3%	u	6%	1%	3%	3%	-18%	-10%
CCc1cc(OCCOCCN(C)C)ccc1Cl	-6%	0	-4%	0%	-6%	-4%	-5%	-3%	-9%	-34%	2%
CCc1ccc(C(=O)NNc2ccc(Cl)cc2)cc1	28%	23	4%	31%	u	u	u	6%	-8%	83%	u
c1ccc(C2=Nc3c(ccc4ccccc34)C(c3ccncc3)=NN2)cc1	3%	21	9%	-16%	u	-15%	1%	-2%	-5%	-49%	-1%
O=C(NCC1CCCO1)c1ccc(Cn2c(=S)[nH]c3ccccc3c2=O)cc1 (centres undefined)	-8%	-1	-3%	-34%	u	-1%	0%	-2%	14%[10 µM]	7%	-9%
Cc1ccccc1OCC(=O)NCCC(=O)O	3%	1	2%	-26%	-1%	3%	-5%	0%	2%	5%	10%
CCOc1ncccc1C(=O)Nc1ccc(S(=O)(=O)Nc2nc(C)cc(C)n2)cc1	-3%	-4	0%	x	u	0%	0%	2%	x	-2%	7%
COc1ccc(C(=O)COC(=O)c2cc([N+](=O)[O-])ccc2N2CCOCC2)c(OC)c1	0%	4	-8%	x	u	0%	-4%	-25%	x	-38%	5%

Entries listed so far with a furan ring, fused or not:
SMILES	Rab9 prom act	TRPV1 ag	p53 reactivator	RORg inh	ELG1 DNA repair	ELG1 genotox	NPC1 promoter act	Tb PFK inh	Gal4-VP16 FLuc	BRCA1 expr up	FLuc modulator
N#Cc1c(NC(=O)Cn2c(=O)oc3ccccc32)oc(-c2ccccc2)c1-c1ccccc1	-9%	3	0%	34%	-3%	-6%	1%	10%	10%	-11%	3%
CC(=O)N1CCN(c2ccc(NCc3ccc(-c4ccc(Br)cc4)o3)cc2)CC1	x	x	0%	x	-7%	4%	x	7%	x	-24%	x

Looked up by structure from the list above (3):
SMILES	Rab9 prom act	TRPV1 ag	p53 reactivator	RORg inh	ELG1 DNA repair	ELG1 genotox	NPC1 promoter act	Tb PFK inh	Gal4-VP16 FLuc	BRCA1 expr up	FLuc modulator
N#C/C(=C\c1ccncc1)c1nc2c(s1)CCCC2	u	u	4%	-4%	0%	u	23%	2%	13%	42%	u
N#Cc1c(NC(=O)Cn2c(=O)oc3ccccc32)oc(-c2ccccc2)c1-c1ccccc1	-9%	3	0%	34%	-3%	-6%	1%	10%	10%	-11%	3%
c1ccc(C2=Nc3c(ccc4ccccc34)C(c3ccncc3)=NN2)cc1	3%	21	9%	-16%	u	-15%	1%	-2%	-5%	-49%	-1%

Source: PubChem (National Center for Advancing Translational Sciences (NCATS))
